# STAT3 inh = reduces IL-6 driven STAT3 reporter signal; U3A cells, IL-6 STAT3-luciferase reporter, luminescence; host cell line lacks STAT1; inhibition, % at 5.5 µM; hit rate 0.89% among 190,000; AID 862;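 active = inhibition above the mean inhibition across all screened compounds plus 3 SD, cut at about 44% in these data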;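 note: 0% = DMSO only wells and 100% = 100 µM nifuroxazide control wells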
# TNAP act hiacc = increases human TNAP activity under high phosphate acceptor concentration; purified TNAP, CDP-star luminescence, 1 M DEA, 30 min; stronger effect = higher value; 0 = EDTA background, 1 = DMSO-only activity; activation factor at 20 µM; 200,000 tested, under 10 active;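 active = activation factor at least 2 at 20 µM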
#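 Test system – human TNAP · Doses – 20 µM single point · Incubation – 30 min, room temperature · Signal – luminescent substrate turnover signal · Read-out basis – activation factor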
# STAT3 activator = increases IL-6 driven STAT3 reporter signal; U3A cells, IL-6 STAT3-luciferase reporter, luminescence; 100% = signal with IL-6 EC80 alone; activation (% of control), % at 5.6 µM; hit rate 0.91% among 190,000;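 active = activation above the screen-wide mean of compound activation plus 3 SD, cut at about 130% in these data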;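 note: 0% = background luminescence of wells with medium and substrate only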
#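 Material: STAT3-luciferase reporter U3A cells; Probe or stimulus: IL-6 (33 ng/mL); Incubation: compound pre-incubation 1 h before IL-6, then 6 h stimulation at 37 °C; Technique: luminescence from STAT3-driven luciferase reporter; Evaluation: % activation versus median of IL-6-stimulated wells; Controls: IL-6-only high control.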
# PPARg SRC1 recr = PPARgamma-driven SRC-1 recruitment agonism; PPARgamma-SRC-1 coactivator recruitment biochemical assay; P37231; activation, % at 8 µM; hit rate 0.41% among 200,000; in the data active = activation above about 19%;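 note: 0% = DMSO and 100% = reference agonist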
# Target sequence (P37231 whole entry, looked up): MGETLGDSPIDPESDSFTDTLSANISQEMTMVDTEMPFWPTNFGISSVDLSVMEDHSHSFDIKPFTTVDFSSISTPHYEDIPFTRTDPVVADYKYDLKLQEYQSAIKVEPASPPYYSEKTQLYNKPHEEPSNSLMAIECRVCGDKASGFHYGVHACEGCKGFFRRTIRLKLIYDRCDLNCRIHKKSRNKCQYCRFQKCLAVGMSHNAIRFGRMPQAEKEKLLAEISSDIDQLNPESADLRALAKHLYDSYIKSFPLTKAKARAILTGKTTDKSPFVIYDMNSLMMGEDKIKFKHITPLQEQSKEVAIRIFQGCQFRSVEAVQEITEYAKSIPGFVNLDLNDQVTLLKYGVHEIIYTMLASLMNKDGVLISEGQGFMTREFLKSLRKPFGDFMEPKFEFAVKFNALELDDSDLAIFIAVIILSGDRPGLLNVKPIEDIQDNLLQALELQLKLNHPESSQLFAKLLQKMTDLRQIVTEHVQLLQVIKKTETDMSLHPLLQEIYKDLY
# PPARg SRC2 recr = agonists of SRC-2 recruitment by human PPARgamma; PPARgamma LBD-SRC-2 recruitment, biochemical; activation, % at 8 µM; P37231; hit rate 0.34% among 200,000; AID 1032; in the data active = activation above about 22%;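 note: 0% = vehicle and 100% = reference agonist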
# bIAP inh = blocks bovine intestinal alkaline phosphatase activity. purified bovine IAP, CDP-star luminescence, 30 min. inhibition, % at 20 µM. 190,000 tested, under 10 active. AID 1019;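 active = over 50% inhibition of intestinal alkaline phosphatase at 20 µM in the single-dose screen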
#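 test system = bovine IAP enzyme | medium = DEA buffer 100 mM, pH 9.8, with MgCl2 1.0 mM, ZnCl2 0.02 mM | detection = luminescence | dosing = single compound dose of 20 µM, 2% DMSO final | incubation = 30 min reaction at room temperature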
# STAT1 inh = reduces IFN-gamma driven STAT1 reporter signal. hit rate 0.35% among 200,000. AID 920. NIH 3T3 STAT1-luciferase reporter, luminescence. inhibition, % at 5.5 µM;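 active = inhibition above a set limit, the mean inhibition across all tested compounds plus 3 SD, cut at about 34% in these data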;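 note: 0% = IFN-gamma with DMSO and 100% = IFN-gamma with 300 µM nifuroxazide; values of inactives mirror those of a sister screen read the other way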
# ROMK primary = modulates human ROMK potassium channel activity | P48048 | Tet-inducible ROMK, thallium flux fluorescence; actives lie on both sides | B-score at 10 µM | hit rate 2% among 130,000;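 active = signal ratio slope over the read window, or its plate-corrected B-score, at least 3 SD from the plate mean, either direction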;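 note: B-score of the F/F0 ratio slope over 7 to 12 s after thallium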
# Target sequence (P48048 whole entry, looked up): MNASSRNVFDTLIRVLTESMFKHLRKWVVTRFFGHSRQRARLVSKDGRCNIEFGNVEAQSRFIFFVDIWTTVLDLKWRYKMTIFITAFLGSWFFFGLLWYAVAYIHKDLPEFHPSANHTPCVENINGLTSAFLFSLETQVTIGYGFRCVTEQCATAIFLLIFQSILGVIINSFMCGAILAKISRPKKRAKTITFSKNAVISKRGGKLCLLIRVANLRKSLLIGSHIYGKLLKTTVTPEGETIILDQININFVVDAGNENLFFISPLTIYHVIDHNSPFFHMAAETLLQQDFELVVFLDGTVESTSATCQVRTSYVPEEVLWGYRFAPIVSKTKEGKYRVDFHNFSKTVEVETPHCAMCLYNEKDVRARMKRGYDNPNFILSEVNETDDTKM
# bIAP act = intestinal alkaline phosphatase (bovine) activation | purified bovine IAP, CDP-star luminescence, 30 min; stronger effect = higher value; fold of DMSO-control signal, blank-subtracted | hit rate 0.17% among 200,000 | activation factor at 20 µM;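 active = activation factor of 2 or more at 20 µM, a signal rise over negative controls twice the positive control's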
# SRC2 TRFRET art = counter-screen for PPARgamma SRC-2 recruitment agonists: TR-FRET artefact; stronger effect = higher value; TR-FRET ratio at 8 µM; hit rate 0.4% among 200,000; in the data active = TR-FRET ratio above about 2000; note: inactives centre near 1500
# PPARg SRC-3 ag = PPARgamma-driven SRC-3 recruitment agonism; P37231; hit rate 0.26% among 200,000; biochemical PPARgamma/SRC-3 coactivator recruitment assay; activation, % at 8 µM; in the data active = activation above about 23%;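 note: 0% = DMSO and 100% = reference agonist; some compounds past the cut are filed as inactive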
# Starred values were filed as active, the others as inactive; . = no result given.
SMILES,STAT3 inh,TNAP act hiacc,STAT3 activator,PPARg SRC1 recr,PPARg SRC2 recr,bIAP inh,STAT1 inh,ROMK primary,bIAP act,SRC2 TRFRET art,PPARg SRC-3 ag
O=C(c1ccco1)N1CCN(C(=O)C(Cc2ccccc2)NS(=O)(=O)c2cccs2)CC1 (centres undefined),6.1,1,99.3,-3.1,8.1,5.8,-3.0,.,0.9,1574,4.6
COc1cc2c3c(c1)C1(C(=O)N3C(C)(C)C=C2C)C(C#N)=C(N)Oc2cc(C)oc(=O)c21 (centres undefined),5.0,1,103.3,5.4,0.8,-4.3,12.3,.,1,1465,1.2
CCCC(=O)Nc1ccccc1NC(=O)c1cc(OC)c(OC)c(OC)c1,7.7,1,96.4,1.7,0.5,-9.2,5.7,.,1.1,1569,5.7
CCOC(=O)c1nn(-c2ccccc2F)c(C)c1C(C)=O,-8.5,1,107.8,-8.3,4.4,-6.5,-0.2,.,1.1,1539,0.2
CC1(C)CC(NC(=O)c2ccccc2Cl)CC(C)(C)N1,2.1,1.1,99.8,-1.1,-13.4,6.6,-5.1,-1.81,0.9,1404,-15.6
CC(C)c1nccn1CCC(=O)O,1.0,1,104.1,-2.0,1.8,6.4,-2.5,-0.23,0.9,1423,-3.1
COc1ccc(OC)c(NC(=O)C2CC(=O)N(c3ccccc3)C2)c1 (centres undefined),11.6,1,95.6,4.5,8.0,2.5,-4.1,.,1,1704,2.7
Cc1cc(Nc2cccc(Cl)n2)n(-c2ccccc2)n1,-6.6,1,101.7,4.5,10.2,10.2,-1.9,.,0.9,1649,3.0
C/C(=N\NC(=S)NCCc1ccccc1)c1cccs1,7.1,1,96.3,10.5,12.0,-13.3,-10.1,-0.591,1.1,1484,-2.0
Cc1cccc(NC(=S)N(CCN2CCOCC2)Cc2cc3cc4c(cc3[nH]c2=O)OCO4)c1,2.9,1.1,102.5,-5.0,-5.8,2.9,-3.3,0.766,1,1461,0.2
COc1ccc(C(=O)Cc2ccc(F)cc2)c(OC)c1,5.6,1,98.5,0.5,-1.9,1.0,-43.6,-1.45,1,1622,-4.5
CCCOC(=O)c1c(NC(=O)C2C3C=CC(C3)C2C(=O)O)sc2c1CCC(C)C2 (centres undefined),-4.3,1,107.7,-2.1,-3.6,2.8,-15.6,3.46*,1,1223,3.8
COc1ccccc1NC(=O)CSc1nnc(COc2ccc(Cl)cc2)n1Cc1ccco1,-0.3,1,104.1,6.3,-0.5,-4.6,7.0,0.894,1,1792,-2.2
Clc1ccc(-c2c[n+](Cc3ccc(Cl)c(Cl)c3)c3n2CCC3)cc1,9.8,1.1,87.9,10.6,2.4,15.4,15.5,.,0.8,1610,-4.4
COc1ccc(-c2cc(-c3cccs3)nc(OC)c2C#N)cc1OC,-5.8,1,103.6,-2.1,3.2,-0.3,-2.2,.,1,1319,5.2
CCCOc1ccc(N2C(=O)CC(NCc3cccnc3)C2=O)cc1 (centres undefined),-4.6,1.1,106.0,8.9,0.9,0.8,-14.1,1.47,1,1486,1.7
Cc1nn(CC(=O)Nc2ccc(C(=O)N3CCCCC3)cc2)c(=O)c2ccccc12,8.8,1,95.0,7.5,15.9,2.3,0.2,0.162,1,1538,5.6
COc1ccc(-n2nnc3c(SCC(=O)Nc4ccc5c(c4)OCCO5)ncnc32)cc1,-6.5,1,106.2,4.7,3.3,0.6,-0.4,-0.0307,1,1537,-2.3
Nc1nc(COc2ccc(Cl)cc2)cs1,5.9,1.1,97.1,2.5,2.5,6.3,-40.1,1.01,0.9,1590,2.2
Cc1ccc2nc(N/C(N)=N/S(=O)(=O)c3ccc([N+](=O)[O-])cc3)nc(C)c2c1,17.4,1,84.1,-6.3,-11.4,14.5,-1.8,0.173,0.9,1564,1.2
O=C(CSc1c[nH]c2ccccc12)N1CCOCC1,-11.8,1,113.5,3.6,7.3,1.2,0.1,.,1,1607,4.1
O=C(Oc1ccc2ccc(OC(=O)N3CCCCCC3)cc2c1)N1CCCCCC1,-0.8,1,98.6,-3.0,20.9,-0.5,3.0,-0.0669,1,1708,10.1
CCOCCCNC(=O)c1c(N)n(-c2ccc(S(N)(=O)=O)cc2)c2nc3ccccc3nc12,15.0,1,91.0,2.5,13.2,-5.2,-2.8,0.728,1.1,1564,3.9
FC(F)(F)c1cc(-c2ccco2)nc(NCCc2ccccc2)n1,4.4,1,99.6,6.5,-2.6,0.4,-18.6,.,1,1618,10.0
CN(Cc1nc(CCc2ccccc2)no1)Cc1cccs1,-3.9,1,107.3,3.0,-0.7,-4.7,-14.4,-0.653,1,1365,-0.7
CCn1c(CSCc2ccc(F)cc2)nnc1SCC(=O)N1CCN(c2ccccc2)CC1,5.7,1,94.1,0.4,2.4,-3.0,-2.1,-2.41,1,1483,-3.0
CC(CN1CCOCC1)OC(=O)COc1ccc(F)cc1 (centres undefined),12.8,1,97.4,-7.5,-5.5,11.0,6.0,.,0.9,1604,-1.0
O=C(O)CCCNS(=O)(=O)Cc1ccccc1,-7.0,1,103.8,5.8,5.0,0.8,-16.7,-0.124,1,1595,5.2
COc1ccc(N(C(=O)CNC(=O)c2cccs2)C(C(=O)NC2CCCC2)c2cccnc2)cc1 (centres undefined),7.8,1,96.2,-3.0,1.9,1.3,2.9,0.115,1,1568,2.2
CC(C)CC(C(=O)NC(C)(C)C)N(CC1CCCO1)C(=O)c1snc(C(N)=O)c1N (centres undefined),-5.6,1,106.8,2.9,-9.1,-19.2,-6.1,0.244,1.2,1567,3.0
N#C/C(C(=O)NCc1ccccc1)=C1\SC(CCO)C(=O)N1c1ccccc1 (centres undefined),5.4,1,99.7,2.6,-2.4,-11.0,3.3,0.176,1.1,1437,-8.2
CCc1ccc(/C=C2\SC(N3CCCC3)=NC2=O)cc1,20.1,1,87.0,3.8,4.6,-3.5,-25.8,-1.12,1,1592,2.4
Cc1ccc(S(=O)(=O)N(C)Cc2ccc(-c3nnco3)cc2)cc1,11.6,1,95.6,2.1,1.9,6.1,1.4,-0.743,0.9,1625,-2.7
Cc1ccc(NC(=S)N=Nc2c(O)n(C)c3ccc(S(=O)(=O)N4CCOCC4)cc23)cc1,8.2,0.8,95.0,-2.5,4.4,-45.2,15.0,.,1.5,1622,4.1
Cn1c(=O)c2c(nc(SCC(=O)NCC3CCCO3)n2Cc2ccc(F)cc2)n(C)c1=O (centres undefined),2.4,1.1,100.0,7.3,8.3,-3.6,14.2,0.255,1,1631,1.0
CCOC(=O)C1=C(C)NC(=O)NC1c1c(OCC(=O)N2CCCCC2)ccc2ccccc12 (centres undefined),-2.0,1.1,105.0,-3.1,4.9,-4.3,-4.5,.,1,1550,12.8
CCOC(=O)N1CCN(C(=O)CCC(=O)N2CCOc3ccc(C)cc32)CC1,-1.8,1,104.3,1.5,6.0,-10.6,6.9,.,1.1,1622,5.6
C=CCc1ccccc1OCC(O)CNC (centres undefined),10.3,1.1,94.5,-0.1,2.2,-4.4,2.2,-0.492,1,1396,-5.2
CS(=O)(=O)N(CC(=O)NCc1ccco1)c1cccc([N+](=O)[O-])c1,2.9,1,104.3,9.0,-0.2,-10.3,-8.2,-0.814,1.1,1442,1.5
CC(C)NC(=O)[C@@H]1C[C@@]1(C)[C@@H](NC(=O)OCc1ccccc1)c1ccccc1,2.8,1.1,95.3,6.1,-0.9,9.6,4.1,-0.00895,0.9,1447,-0.4

# Quoted at random: three records from the list, in no set order.
SMILES,STAT3 inh,TNAP act hiacc,STAT3 activator,PPARg SRC1 recr,PPARg SRC2 recr,bIAP inh,STAT1 inh,ROMK primary,bIAP act,SRC2 TRFRET art,PPARg SRC-3 ag
C/C(=N\NC(=S)NCCc1ccccc1)c1cccs1,7.1,1,96.3,10.5,12.0,-13.3,-10.1,-0.591,1.1,1484,-2.0
COc1ccc(C(=O)Cc2ccc(F)cc2)c(OC)c1,5.6,1,98.5,0.5,-1.9,1.0,-43.6,-1.45,1,1622,-4.5
Cc1nn(CC(=O)Nc2ccc(C(=O)N3CCCCC3)cc2)c(=O)c2ccccc12,8.8,1,95.0,7.5,15.9,2.3,0.2,0.162,1,1538,5.6

# Continuation.
SMILES,STAT3 inh,TNAP act hiacc,STAT3 activator,PPARg SRC1 recr,PPARg SRC2 recr,bIAP inh,STAT1 inh,ROMK primary,bIAP act,SRC2 TRFRET art,PPARg SRC-3 ag
COCCN1C=C(C(=O)OC)C(c2cc3c(cc2Br)OCO3)C(C(=O)OC)=C1,5.0,1.1,99.0,2.3,10.6,-1.4,-4.2,.,1,1643,2.2
O=C(Nc1ccccc1C(=O)NC(Cc1ccccc1)C(=O)O)c1ccccc1 (centres undefined),2.2,1,104.5,-5.4,-1.9,-6.7,1.9,-0.376,1.1,1263,0.1
CCOC(=O)c1c(NC(=O)c2c(Br)cnn2CC)sc(C)c1C,-3.2,1,105.3,0.7,0.6,-9.1,-2.1,-0.0482,1.1,1300,1.4
Cc1nc2ccccc2cc1C(=O)N/N=C/c1ccccc1[N+](=O)[O-],17.9,1.1,88.0,7.8,2.8,15.0,2.9,0.834,0.8,1575,4.5
Cc1ccc(C)c(NC(=O)CN(C)C(=O)c2cc3ccccc3o2)c1,0.3,1,106.5,2.4,6.4,-6.6,-3.9,-0.0147,1.1,1618,4.2
CCc1ccc(NC(=O)CSc2nnc(COc3ccc4c(c3)CCCC4)o2)cc1,5.9,1,95.2,0.6,4.4,.,0.4,0.407,0.5,1577,-3.0
COc1cc(/C=C/C(=O)NCC(=O)N2CCC(N(C)CCN3CCOCC3)CC2)ccc1OC(C)C,5.7,1,105.9,4.6,1.1,-3.5,2.7,-0.143,1,1485,2.3
CC(CNC(=O)c1ccc(Br)o1)NC(=O)c1ccc(Br)o1 (centres undefined),12.9,1,95.3,-7.0,-4.4,6.2,-1.8,-0.49,0.9,1546,-12.8
Cc1ccc(C(=O)CNc2nc3c(c(=O)[nH]c(=O)n3C)n2Cc2ccccc2)cc1,-0.7,1.1,102.9,6.1,3.5,3.5,4.9,0.687,1,1634,-5.6
CCCNC(=O)CN(Cc1ccccc1F)S(=O)(=O)c1ccc(C)cc1,-1.4,1.1,101.3,0.9,0.8,1.5,0.6,-0.212,1,1508,-2.5
Cc1ccc(Oc2nc(C(F)(F)F)nc3ccccc23)cc1,15.9,1,91.6,1.9,8.6,13.1,5.3,.,0.9,1678,14.3
Cc1ccc(CNC(=O)c2ccc(-n3cccc3)cc2)cc1,5.2,1,102.9,10.2,0.1,-9.0,8.4,0.0737,1.1,1613,7.4
O=C(CSc1n[nH]c(-c2ccccc2O)n1)N1CCCc2ccccc21,1.0,1.1,103.5,8.9,7.4,-22.0,-2.5,.,1.2,1478,1.1

# Entries listed so far containing a CF3 group:
SMILES,STAT3 inh,TNAP act hiacc,STAT3 activator,PPARg SRC1 recr,PPARg SRC2 recr,bIAP inh,STAT1 inh,ROMK primary,bIAP act,SRC2 TRFRET art,PPARg SRC-3 ag
FC(F)(F)c1cc(-c2ccco2)nc(NCCc2ccccc2)n1,4.4,1,99.6,6.5,-2.6,0.4,-18.6,.,1,1618,10.0
Cc1ccc(Oc2nc(C(F)(F)F)nc3ccccc23)cc1,15.9,1,91.6,1.9,8.6,13.1,5.3,.,0.9,1678,14.3

# Screening results (PubChem)
